From PubChem
TEAD-YAP inh: TEAD-YAP interaction inhibition, primary screen, TEAD-YAP interaction inhibitor project, luminescence, HEK-TIYL cells; hit rate 1.4% among 640,000; inhibition, % at 9.12 µM; AID 1259422, 2018; TEAD-Gal4/YAP UAS-luciferase luminescence; in the data active = inhibition above about 32%;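 note: 0% = median of test compound wells and 100% = reference inhibitor wells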
GPR151 activ: activators of human GPR151, primary screen, cell-based, PathHunter beta-arrestin, luminescence | G-protein coupled receptor 151 (Homo sapiens), Q8TDV0 | PathHunter beta-arrestin GPR151 cells | activation, % at 11.2 µM | hit rate 1% among 650,000 | AID 1508602, 2020; in the data active = activation above about 4.9%;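 note: 0% = median of compound wells and 100% = cells with positive control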
FBW7 act: FBW7 E3 ligase activators, primary screen, biochemical, AlphaScreen, human. F-box/WD repeat-containing protein 7 (Homo sapiens), Q969H0. hit rate 0.13% among 650,000. normalized activity (activation), % at 26.1 µM. AID 1259310, 2017. AlphaScreen FBW7–phospho-cyclin E peptide binding, activator screen; in the data active = normalized activity above about 1.9%;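 note: purified mutant Fbw7 with reduced substrate affinity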
Target sequence (Q969H0 whole entry, looked up): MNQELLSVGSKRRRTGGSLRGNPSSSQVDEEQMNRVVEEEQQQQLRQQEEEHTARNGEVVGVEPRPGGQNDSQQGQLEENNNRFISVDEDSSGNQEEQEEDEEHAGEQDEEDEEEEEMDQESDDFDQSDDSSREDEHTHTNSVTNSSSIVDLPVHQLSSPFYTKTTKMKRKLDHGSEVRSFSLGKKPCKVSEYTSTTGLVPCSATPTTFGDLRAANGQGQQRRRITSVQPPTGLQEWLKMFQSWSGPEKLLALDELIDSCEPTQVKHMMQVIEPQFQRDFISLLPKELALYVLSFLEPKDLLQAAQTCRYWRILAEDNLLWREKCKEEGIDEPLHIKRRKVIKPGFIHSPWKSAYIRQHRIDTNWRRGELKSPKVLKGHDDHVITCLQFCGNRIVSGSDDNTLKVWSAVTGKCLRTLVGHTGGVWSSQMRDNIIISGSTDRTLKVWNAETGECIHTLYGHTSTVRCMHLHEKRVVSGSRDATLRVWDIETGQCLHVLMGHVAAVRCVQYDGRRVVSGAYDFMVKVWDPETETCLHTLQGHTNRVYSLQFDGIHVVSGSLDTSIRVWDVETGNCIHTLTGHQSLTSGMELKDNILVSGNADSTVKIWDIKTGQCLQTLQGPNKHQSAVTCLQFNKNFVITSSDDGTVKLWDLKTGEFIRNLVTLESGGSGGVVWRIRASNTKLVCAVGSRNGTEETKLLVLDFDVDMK
MITF inh: MITF inhibitors, primary screen, biochemical, AlphaScreen, human. inhibition, % at 2.6 µM. hit rate 0.91% among 650,000. Microphthalmia-associated transcription factor (Homo sapiens), O75030. AID 1259374, 2018. AlphaScreen MITF homodimerization, bead proximity signal; in the data active = inhibition above about 50%;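 note: 0% = vehicle wells with protein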
Active calls of the source: *; / = no result given; & = joins results of further samples.

mol	TEAD-YAP inh	GPR151 activ	FBW7 act	MITF inh
CCc1ccc(C2C(C(=O)OC)=CN(CC3CCCO3)C=C2C(=O)OC)cc1 (configuration not stated)	-1.7	0.5	0.6	-7.2
CCC(C)Oc1ccc(C=C2C(=O)NC(=S)NC2=O)cc1Cl (configuration not stated)	-3.9	1.9	-0.2	-2.4
Fc1ccccc1NC(=S)N/N=C/c1ccncc1	-43.6	0.2	0.0	-6.1
COc1cccc(C(=O)Nc2nnc(-c3cccs3)s2)c1	-47.2	0.0	-0.1	2.5
Cc1ccc(COc2cn(CC(=O)Nc3ccc(F)cc3)c(CO)cc2=O)cc1	7.4	0.4	0.1	-3.4
O=C(c1ccccc1F)N1CCN(C2CCC(c3ccccc3)CC2)CC1 (configuration not stated)	6.0	3.3	-0.1	34.1
COC(=O)c1cc2sc(Cl)cc2[nH]1	-14.3	0.6	0.0	-1.8
COc1ccc(OCc2cc(C(=O)NCC3CCOCC3)no2)c(Cl)c1	-38.5	-1.4	-0.1	-1.7
COc1cccc(/C=N\N=c2\sc3ccccc3n2C)c1OC	-46.6	0.1	-0.1	18.6
O=C(CSc1ncccn1)N1CCCCC1	4.6	-0.6	0.1	-3.3
N#Cc1cc2cc3c(cc2nc1N1CCCCC1)OCO3	-21.9	2.1	0.5	-27.7
COc1cc(/C=c2\sc3nc4c(C)cc(C)cc4n3c2=O)ccc1O	-0.5	-0.4	0.4	25.9
COc1ccc(-n2c(SCC(=O)NCc3ccco3)nc3ccsc3c2=O)cc1	8.4	1.4	0.0	-5.3
CCC(=O)C1=C(c2ccc(Br)cc2)N(C(=O)CC)n2cnnc2S1	13.7	2.0	-0.1	0.8
CCOC(=O)c1sc2nc(C)n(CC(=O)Nc3ccc(C)cc3C)c(=O)c2c1C	-12.8	-1.3	0.7	14.2
CCN(CC)CCOC(=O)c1ccc(NC(=O)/C=C\C(=O)O)cc1	-1.5	1.2	-0.2	-6.2
Cc1c(CNCCc2ccc(Cl)cc2)c(C(=O)O)c(C)n1Cc1ccc(F)cc1	-1.4	-0.2	0.1	-7.1
COC(=O)c1ccc(C(=S)N2CCOCC2)cc1	4.2	0.8	-0.3	-0.8
CCC(C)NC(=O)CSc1nc2ccsc2c(=O)n1CCCCC(=O)O (configuration not stated)	1.2	0.2	0.0	11.3
CCN(CC)c1ccc(/C=N\NC(=O)Cn2nnc3ccccc32)c(O)c1	11.8	-1.1	0.0	22.2
CC1=C(C(=O)OC2CCCCCC2)C(c2ccc3c(c2)OCO3)NC(=O)N1 (configuration not stated)	3.3	0.3	0.0	-2.1
CCOC(=O)c1[nH]c2ccc(F)cc2c1N=CN(C)C	-7.7	0.5	-0.1	0.8
COc1ccc(Nc2nc(N3CC(C)OC(C)C3)nc3c2cnn3C)cc1Cl (configuration not stated)	-9.7	2.5	0.8	31.4
COc1ccc(-c2ccc(C(=O)N(C)C)c(N(C)C(C)=O)n2)cc1	5.0	0.8	0.3	5.8
CCOC(=O)C1=C(O)/C(=C/c2ccccc2OC)SC1=Nc1ccc(Cl)cc1	2.5	-1.0	0.7	5.1
CCOc1ccc(Nc2nc(-c3ccc(Br)cc3)cs2)cc1	4.9	-0.3	-0.1	9.3
CC1=CC(=O)C=C/C1=N/OC(=O)c1cccc2nc(C)oc12	-4.4	-1.8	-0.2	-7.8
COC(=O)c1cn(NC(=O)c2ccc(Cl)c([N+](=O)[O-])c2)c(=O)c2ccccc12	-0.9	0.3	0.0	15.2
CC1CC(C)CN(S(=O)(=O)c2ccc(C(=O)Nc3sc4c(c3C#N)CCCCC4)cc2)C1 (configuration not stated)	-1.4	-0.8	0.0	-11.5
O=[N+]([O-])c1ccccc1S(=O)(=O)Nc1ncccn1	0.2	0.7	0.1	-1.9
Cn1c(=O)c(=O)n(C)c2cc(S(=O)(=O)CCC(=O)NCC3CCCO3)ccc21 (configuration not stated)	-4.1	0.7	-0.1	-11.3
c1ccc(Sc2ccc(-c3[nH]c(-c4ccccc4)nc3-c3ccccc3)cc2)cc1	2.1	-0.1	0.1	0.6
CC/C=C\C/C=C\C/C=C\CCCCCCCC(=O)N[C@@H](Cc1ccc(O)cc1)C(=O)O	/	1.0	/	4.9
COc1ccc(-c2nc3ccc([N+](=O)[O-])cc3nc2-c2ccc(OC)cc2)cc1	6.9	1.2	0.0	2.9
COc1ccc(C2=NN3C(C2)c2cc(OC)ccc2OC3c2ccccc2Cl)cc1 (configuration not stated)	-45.0	-0.9	-0.1	10.3
CC[n+]1c(C)sc2sc3ccccc3c21	3.3	0.3	-0.3	-1.8
C#CCOc1ccccc1C1C2=C(CC(C)(C)CC2=O)N(C)C2=C1C(=O)CC(C)(C)C2	-3.2	0.6	-0.1	-3.2
COc1cccc(NC(=S)N2CCCCC2)c1	-18.6	1.1	-0.4	-31.2
Cc1ccn2cc(CCNS(=O)(=O)c3ccc4ccccc4c3)nc2c1	-5.3	2.1	1.3	12.4
CCOC(=O)N1CCN(c2ccc(C(F)(F)F)cc2[N+](=O)[O-])CC1	-6.6	-1.0	0.0	-3.8
O=C(NCc1ccc2c(c1)OCO2)c1ccc(CSC2CCCCC2)cc1	-4.2	1.4	0.1	7.6
CCOC(=O)CNC(=O)c1sc2ncnc(N3CCCCC3C)c2c1C (configuration not stated)	-19.7	-0.3	0.4	10.5
N#Cc1c(-c2ccco2)cc(C2CC2)nc1SCC(=O)c1ccccc1	-0.9	2.3	0.0	1.1
CCOC(=O)/C(C#N)=C\Nc1ccc(Cl)cc1	-16.9	-0.6	0.3	0.6
Cn1c(/C(C#N)=C/c2cc(Cl)ccc2Cl)nc2ccccc21	-1.3	0.8	-0.1	19.6
NS(=O)(=O)c1ccc(CCNC(=O)c2cccc(Cl)c2)cc1	-3.6	1.4	-0.1	-3.4
CC(=O)NCC(=O)OCC(=O)c1ccc2ccccc2c1	3.6	-3.1	-0.2	-0.7
CCOC(=O)C1(Cc2cccc(OC)c2)CCCN(CCO)C1 (configuration not stated)	2.5	-2.0	-0.2	-1.3
COC(=O)c1ccccc1NC(=O)CN1CCC(NC(=O)c2ccccc2C)CC1	10.4	-0.4	0.0	8.7
COc1ccc(OC(C)C(=O)Nc2cccc(C)c2C)cc1 (configuration not stated)	7.6	0.6	-0.4	10.1
CCOC(=O)C1=C(C)NC2=C(C(=O)CC(C)(C)C2)C1c1ccc(C)cc1C (configuration not stated)	-8.4	-1.5	0.0	-13.0
O=C(Nc1ccc(-c2nc3ccc(NC(=O)C4CCCCC4)cc3[nH]2)cc1)C1CCCCC1	-55.4	-0.3	0.3	-3.3
CCC(C)NC(=O)CCNC(=O)c1ccc(Br)o1 (configuration not stated)	-5.0	-1.1	0.7	7.5
COCCOC(=O)c1c(C)oc2cc(C)c(NS(=O)(=O)c3cccs3)cc12	21.0	2.9	0.3	11.2
COC(=O)c1ccc(COc2ccc(/C=N/NC(=O)c3cccc(C)c3O)cc2OC)o1	-10.8	1.9	0.0	1.3
O=[N+]([O-])c1ccc(S(=O)(=O)N2CCN=C2SCc2ccccc2F)cc1	8.8	-1.4	0.2	17.8
Cc1ccsc1CN1CCC2(CCC(=O)N2C)CC1	6.5	-0.2	0.0	-1.7
COc1ccc(/C=N/n2cnnc2)cc1COc1ccccc1F	12.1	-0.4	0.1	10.8
COc1cc([N+](=O)[O-])cc2sc(NC(=O)c3ccc(S(=O)(=O)N4CCCCC4)cc3)nc12	-0.3	-1.0	0.0	8.7
CC(C)(C)C(O)Cn1c(=N)n(CCN2CCCCC2)c2ccccc21 (configuration not stated)	-0.3	1.3	-0.1	0.6

Later entries
mol	TEAD-YAP inh	GPR151 activ	FBW7 act	MITF inh
O=C(Nc1cccc(-c2ccn[nH]2)c1)C1CCN(Cc2cccc3c2OCO3)CC1	-0.8	-1.0	0.3	9.3
CN(CCCNOC(=O)c1cn(-c2ccc(Cl)cc2)c(=O)c2ccccc12)Cc1ccccc1	-6.8	0.1	-0.2	-12.5
Cc1ccc2c(c1)-c1c(cnn1CC(=O)Nc1ccccn1)CO2	-2.8	1.4	-0.2	-3.3
OC(CNc1cccc2ccccc12)Cn1c2ccc(Cl)cc2c2cc(Cl)ccc21 (configuration not stated)	-0.4	-1.4	-0.2	-1.0
Cc1ccc(-c2cc(C(F)(F)F)nn2-c2ccc(S(N)(=O)=O)cc2)cc1	-2.3	0.7&-1.1&1.3	0.0&-0.1&0.1	4.5&-12.7&-0.7
O=S(=O)(NCCCN1CCCCC1)c1cccc2nsnc12	1.3	-0.8	-0.1	7.3
COc1ccccc1NC(=O)Nc1ccccc1-c1cnn(C)c1	-13.0	0.6	0.1	-3.2
COc1ccc(C2=N/C(=C\c3cccc([N+](=O)[O-])c3)C(=O)O2)cc1	1.2	0.8	-0.1	-3.0
CC(C)CCNS(=O)(=O)c1ccc2[nH]c(=O)ccc2c1	3.3	-0.7	-0.1	4.1
CCN(CC)c1ccc(/C=N/NC(=O)CN(c2cc(C)ccc2OC)S(C)(=O)=O)cc1	8.3	-0.6	-0.2	1.4
CCOC(=O)CN1C(=O)/C(=C\c2ccc(C)o2)N=C1c1ccccc1	9.9	0.2	-0.2	-5.1
CCc1c(C)sc2ncn3c(=O)n(CC(=O)N4CCC(C)CC4)nc3c12	5.8	0.7	-0.1	5.0
CC1=CN2C(=O)C(Cc3ccc(F)cc3)(NC(=O)c3ccccc3)N=C2C=C1 (configuration not stated)	6.3	-2.1	0.2	6.3
CCN(CC)C(=O)c1cc(-c2ccc(C)c(C)c2)n[nH]1	-13.1	-1.0	0.2	15.4
O=C(NC1CC1)c1ccc(CSCc2ccccc2Cl)o1	-0.1	3.8&0.7	0.0	-3.0
COc1ccc(CN2CCC(C3(C)NC(=O)NC3=O)CC2)c(C)c1C (configuration not stated)	2.3	0.6	0.1	1.6
CC1=C(C(=O)OC2CCCCCC2)C(c2cccc(C)c2)NC(=O)N1 (configuration not stated)	-10.1	1.0	-0.1	-0.9
Brc1cc2c(cc1Br)OCCOCCOCCOCCOCCO2	1.8	2.7	0.1	-5.2
C=CCOc1ccc(-c2nn(-c3ccccc3)cc2/C=c2\sc3nc(-c4ccc(Br)cc4)nn3c2=O)cc1	8.5	1.4	0.0	-0.5
O=c1[nH]c(N/N=C/c2cccs2)nnc1-c1ccccc1	-30.6	-0.2	-0.8	22.2
CCOc1cc(/C=C2/C(=N)N3C(c4ccccc4)=CSC3=NC2=O)ccc1OCCOc1ccc(C)c(C)c1	6.7	-0.4	-0.2	-8.8
COc1cccc(C2N=C(N)Nc3nc4ccccc4n32)c1 (configuration not stated)	5.7	0.4	0.0	11.7
CN1CCN(c2nc3c(c(=O)n(C)c(=O)n3C)n2Cc2ccccc2Br)CC1	8.6	-0.9	0.1	24.4
COc1ccc(-c2cnn3c(NCc4ccccn4)ccnc23)cn1	-38.8	1.0	-1.4	-4.2
CC1CN(CCC(=O)NCCN2CCCc3ccccc32)Cc2ccccc2O1 (configuration not stated)	-9.0	-0.6	-0.1	0.4
CCCn1c(=O)c(C(=O)Nc2cccc(Cl)c2Cl)c(O)c2ccccc21	-18.2	0.4	-0.1	7.7
O=C(NC1CC1)c1ccc(-c2ncc(C(=O)NCCOc3ccccc3)s2)cc1	-8.1	0.2	0.0	9.6
O=C(CNC(=O)c1ccccc1)NCC(=O)N/N=C/c1cccc([N+](=O)[O-])c1	18.9	-0.4	0.2	2.2
Cc1c(Cl)cccc1NC(CC(=O)c1ccccc1)C(=O)O (configuration not stated)	2.7	0.2	0.0	3.7
CCOCCCNC(=O)c1ccc(CNS(=O)(=O)c2ccc(Cl)cc2)cc1	-12.2	0.2	0.1	-4.0
Cc1cc(I)ccc1NC(=O)c1sc2nc(C(F)(F)F)cc(C)c2c1N	-3.3	2.8	-0.1	6.1
CCN(CCO)C(=O)CCN1C(=O)/C(=C\c2ccccc2Cl)SC1=S	8.8	-1.2	-0.1	2.9

Molecules shown so far with bromine:
mol	TEAD-YAP inh	GPR151 activ	FBW7 act	MITF inh
CCC(=O)C1=C(c2ccc(Br)cc2)N(C(=O)CC)n2cnnc2S1	13.7	2.0	-0.1	0.8
CCOc1ccc(Nc2nc(-c3ccc(Br)cc3)cs2)cc1	4.9	-0.3	-0.1	9.3
CCC(C)NC(=O)CCNC(=O)c1ccc(Br)o1 (configuration not stated)	-5.0	-1.1	0.7	7.5
Brc1cc2c(cc1Br)OCCOCCOCCOCCOCCO2	1.8	2.7	0.1	-5.2
C=CCOc1ccc(-c2nn(-c3ccccc3)cc2/C=c2\sc3nc(-c4ccc(Br)cc4)nn3c2=O)cc1	8.5	1.4	0.0	-0.5
CN1CCN(c2nc3c(c(=O)n(C)c(=O)n3C)n2Cc2ccccc2Br)CC1	8.6	-0.9	0.1	24.4

Outcome played no part in choosing rows. About 3.5% of those tested had a hit in this group.
